Screening results deposited in PubChem by Vanderbilt High Throughput Screening Facility.
Cav3 T inh: Cav3.2 calcium influx blockers – cell-based, Fluo-4 calcium fluorescence, FDSS, MLSMR library, primary screen; Cav3.2-expressing cells; hits give low values; Voltage-dependent T-type calcium channel subunit alpha-1H (Homo sapiens), O95180; B-score at 10 µM; actives 4% (n = 100,000);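 active = single-dose well whose peak fluorescence ratio is a statistical outlier from its plate by either plate-standardised score or position-corrected B-score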
Target sequence (O95180 whole entry, looked up): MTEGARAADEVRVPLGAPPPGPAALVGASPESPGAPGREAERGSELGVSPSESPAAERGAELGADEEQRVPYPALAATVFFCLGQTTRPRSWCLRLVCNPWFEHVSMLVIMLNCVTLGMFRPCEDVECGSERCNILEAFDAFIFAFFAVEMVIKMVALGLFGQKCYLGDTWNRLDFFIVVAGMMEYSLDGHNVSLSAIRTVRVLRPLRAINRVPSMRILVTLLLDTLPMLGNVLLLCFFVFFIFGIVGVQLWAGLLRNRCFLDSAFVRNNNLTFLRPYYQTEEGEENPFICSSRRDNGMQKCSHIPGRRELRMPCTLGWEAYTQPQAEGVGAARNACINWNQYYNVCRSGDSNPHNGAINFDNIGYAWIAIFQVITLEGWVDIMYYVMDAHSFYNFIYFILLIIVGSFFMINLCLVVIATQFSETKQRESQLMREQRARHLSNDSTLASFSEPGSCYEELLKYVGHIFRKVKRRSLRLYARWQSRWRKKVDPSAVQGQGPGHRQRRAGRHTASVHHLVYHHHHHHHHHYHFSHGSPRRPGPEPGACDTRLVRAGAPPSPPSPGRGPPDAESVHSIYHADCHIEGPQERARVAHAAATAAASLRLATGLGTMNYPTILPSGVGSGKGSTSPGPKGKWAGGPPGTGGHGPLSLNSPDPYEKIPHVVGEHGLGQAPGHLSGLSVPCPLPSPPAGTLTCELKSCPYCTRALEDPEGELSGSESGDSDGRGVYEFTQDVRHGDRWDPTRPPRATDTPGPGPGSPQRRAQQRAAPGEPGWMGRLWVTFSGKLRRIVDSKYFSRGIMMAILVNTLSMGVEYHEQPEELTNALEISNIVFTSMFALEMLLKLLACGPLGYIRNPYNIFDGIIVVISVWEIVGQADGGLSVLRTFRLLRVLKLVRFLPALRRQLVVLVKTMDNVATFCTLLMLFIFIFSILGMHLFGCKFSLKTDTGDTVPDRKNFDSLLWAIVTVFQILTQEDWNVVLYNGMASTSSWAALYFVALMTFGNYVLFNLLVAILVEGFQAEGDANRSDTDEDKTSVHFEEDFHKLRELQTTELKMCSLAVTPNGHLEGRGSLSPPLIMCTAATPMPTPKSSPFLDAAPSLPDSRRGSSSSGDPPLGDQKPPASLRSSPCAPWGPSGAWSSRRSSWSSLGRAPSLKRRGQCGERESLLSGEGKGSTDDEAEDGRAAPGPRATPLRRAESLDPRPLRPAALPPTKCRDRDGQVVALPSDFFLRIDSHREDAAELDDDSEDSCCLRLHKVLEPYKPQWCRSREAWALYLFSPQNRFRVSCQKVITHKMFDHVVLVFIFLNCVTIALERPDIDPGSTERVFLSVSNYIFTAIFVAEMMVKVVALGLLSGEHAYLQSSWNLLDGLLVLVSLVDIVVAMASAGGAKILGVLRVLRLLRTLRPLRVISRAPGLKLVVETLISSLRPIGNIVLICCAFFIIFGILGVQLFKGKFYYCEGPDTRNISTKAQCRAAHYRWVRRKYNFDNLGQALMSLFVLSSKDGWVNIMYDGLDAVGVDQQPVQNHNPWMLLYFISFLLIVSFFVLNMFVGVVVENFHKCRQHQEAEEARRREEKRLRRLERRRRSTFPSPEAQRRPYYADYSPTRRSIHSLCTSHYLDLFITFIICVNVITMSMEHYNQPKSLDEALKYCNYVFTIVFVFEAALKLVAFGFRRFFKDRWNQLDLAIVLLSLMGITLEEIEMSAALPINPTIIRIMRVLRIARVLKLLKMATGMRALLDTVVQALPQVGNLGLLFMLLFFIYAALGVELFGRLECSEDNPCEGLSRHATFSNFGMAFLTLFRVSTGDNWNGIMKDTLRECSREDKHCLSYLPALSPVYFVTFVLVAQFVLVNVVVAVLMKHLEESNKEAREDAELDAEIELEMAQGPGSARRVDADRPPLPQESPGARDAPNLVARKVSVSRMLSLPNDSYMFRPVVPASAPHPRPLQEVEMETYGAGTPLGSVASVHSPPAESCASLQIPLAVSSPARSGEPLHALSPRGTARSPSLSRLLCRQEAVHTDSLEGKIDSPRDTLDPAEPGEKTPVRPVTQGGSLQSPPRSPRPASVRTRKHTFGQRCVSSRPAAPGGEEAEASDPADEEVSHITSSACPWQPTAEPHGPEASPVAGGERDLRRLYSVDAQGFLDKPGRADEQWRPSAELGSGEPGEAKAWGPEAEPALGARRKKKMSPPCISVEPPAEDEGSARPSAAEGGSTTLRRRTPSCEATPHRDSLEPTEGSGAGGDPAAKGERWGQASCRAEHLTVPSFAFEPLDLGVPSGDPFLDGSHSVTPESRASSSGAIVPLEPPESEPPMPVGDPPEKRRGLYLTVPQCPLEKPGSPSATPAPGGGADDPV
The depositor's hits bear a star. This is a subset (hit frequency here may not be typical).

Cav3 T inh	smiles
0.38	CC(C)CC1(C(=O)NCCN2CCOCC2)C=CCN1C(=O)c1ccccc1 (configuration not stated)
-0.26	CCOC(=O)N1CCN(C(=O)c2cc(OC)cc(OC)c2)CC1
-0.83	CCOC(=O)c1ccc(N=c2sc(C(=O)OC)cc(=O)n2-c2ccc(C(=O)OCC)cc2)cc1
-1.4	O=C1c2cccc3cccc(c23)C(=O)N1c1nccs1
0.21	CN(C)CCCNCCCNC(=O)c1ccccn1
1.3	CCS(=O)(=O)c1ccc2oc(SCC(=O)NC(C)C3CC4CCC3C4)nc2c1 (configuration not stated)
-1.5	COc1ccc(CCNc2oc(Cc3ccccc3)nc2C#N)cc1OC
-1.2	CCOc1cc(/C=C2/NC(=O)N(Cc3ccccc3F)C2=O)ccc1O
-0.64	CCCSc1nnc2[nH]c(=O)cc(N)n12
0.17	CS(=O)(=O)N(CC(=O)Nc1c(F)cccc1F)c1cccc([N+](=O)[O-])c1
-0.061	Cc1ccc(N/C=C/C(=O)c2ccc(C)cc2)cc1
0.43	c1cn2cc(CN3CCOCC3)nc2s1
-3.7	C=CCN1C(=O)CSc2ccc(C(=O)NCCC3=CCCCC3)cc21
-0.4	CC(=O)c1nn(-c2cccc(Br)c2)cc1C(=O)c1ccc(Br)cc1
0.72	CCOC(=O)/C(=C\c1ccc([N+](=O)[O-])cc1)C(=O)c1cc(C(C)=O)c(Nc2ccccc2)s1
-0.12	C/C(=C\C(=O)c1ccc(C)o1)Nc1ccc2c(c1)OCO2
-2	O=C(CSc1nnc(-c2ccccn2)n1Cc1ccco1)c1ccc(-c2ccccc2)cc1
0.32	CCOc1ccc(N2C(=O)c3cccnc3C2Nc2ccc(OC)cc2)cc1 (configuration not stated)
0.16	COc1ccc(-n2c(=O)c3ccccc3n(CC(=O)NC3CCCC3)c2=O)c(OC)c1
0.43	O=C(OCc1ccc([N+](=O)[O-])cc1)C1CC(=O)N(c2ccccc2)C1 (configuration not stated)
0.33	O=C(CCCOc1ccccc1)N1CCN(c2ccccn2)CC1
-1.6	N#CCSc1nc2ccccc2c(=O)n1-c1ccccc1
0.88	CCN(CC)CCn1c(=N)n(CCO)c2ccccc21
-0.066	Cc1cc(N2CCCC2=O)cc(C)c1CN1C(=O)c2ccccc2C1=O
0.025	O=C(NCc1ccco1)c1cc(S(=O)(=O)N2CCOCC2)ccc1Cl
0.81	Cc1cc(C)c(S(=O)(=O)ON2C(=O)c3ccccc3C2=O)cc1C
0.39	Cc1ccc(S(=O)(=O)n2ccc(OC(=O)c3cccs3)n2)cc1
-0.75	CC(C)(C)[C@@H]1C=C(C(=O)N2CCN(Cc3ccc4c(c3)OCO4)CC2)O[C@H](OCc2ccc(CO)cc2)C1
1.4	Cc1nnc2ccc(N3CCOCC3)nn12
0.095	CN1CCN(C(=O)c2cnn(-c3ccccc3)c2NC(=O)c2cccs2)CC1
-1.6	Cc1nc(CC(=O)Nc2nc(-c3ccccc3)cs2)cs1
-0.42	Fc1ccc(Cn2cnc3ccccc32)cc1
-0.43	O=C(CCSCCc1ccccn1)Nc1nccs1
0.55	CS(=O)(=O)Nc1ccc(C(=O)NCc2ccco2)cc1
-0.12	C=CCSc1nc2sc(-c3ccccc3)cc2c(=O)n1N
-0.74	COc1ccc(-c2c3c(=O)n(C)c(=O)n(C)c3cn2-c2cccc(OC)c2)cc1
1	COc1cccc(C(=O)NCc2cn3ccsc3n2)c1
0.079	Cc1ccc(CNC(=O)C2C3C=CC(C3)C2C(=O)O)cc1 (configuration not stated)
0.94	Cc1ccc(-c2cc(C(F)(F)F)n3nc(C(=O)Nc4c(C)n(C)n(-c5ccccc5)c4=O)cc3n2)cc1
0.047	CC(C)Oc1ccc2c(=O)c(-c3ccccc3)coc2c1
0.65	Cc1nn(CC#N)c(=O)n1-c1ccccc1F
0.65	c1ccc(OCCCc2nc(-c3ccccn3)no2)cc1
-0.11	CCc1ccc(O)c(N=Cc2cccc(C)c2O)c1
-3.6	CCOc1ccc(OCC)c(-c2c(=O)n(OCc3ccc(C(C)(C)C)cc3)c3ccccc3[n+]2[O-])c1
0.38	CC1=C(C(=O)Nc2ccccc2)C(c2ccco2)NC(=O)N1 (configuration not stated)
0.041	O=C(Nc1ccc2oc(-c3ccc4ccccc4c3)nc2c1)c1ccc2c(c1)OCCO2
-1.2	COC(=O)c1cccc(Nc2cc(C)nc(-c3ccccc3O)n2)c1
-1.7	COc1ccc(C(=O)CSc2nnc(-c3ccccn3)n2Cc2ccco2)cc1
0.11	Nc1ccc(C(=O)Nc2ccco2)cc1
-0.52	Cc1ccc(-c2cc(-c3ccc(F)cc3)nc(N)c2C#N)o1
-1.4	COc1ccc(Oc2ccccc2/C=N/O)cc1
0.5	Cc1ccccc1Cc1c(C)nc2nc(SCC(=O)NCc3ccco3)nn2c1C
1.6	O=C(CSc1ncnc2nc[nH]c12)N1CCN(c2ccc(Cl)cc2)CC1
-0.65	CC1=C(C(=O)OC(C)C)C(c2ccc(F)cc2)NC(=O)N1 (configuration not stated)
-2.2	O=C(COc1ccc(Cl)cc1)N1CCN(c2cccc(C(F)(F)F)c2)CC1
1.2	COc1ccc(CN=CC2=C(O)CNC2=O)cc1OC
0.43	CC(=O)N1CCc2cc(C(=O)CN3CCC(C)CC3)ccc21
0.91	Cc1ccc(CCNC(=O)C2CCN(C(=O)N(C)C)CC2)cc1
-2.6	CC(C)C[C@H](NC(=O)c1[nH]cnc1C(=O)N[C@@H](C)c1ccccc1)C(=O)OCc1ccccc1
-0.18	C=CCOC(=O)C1=C(C)OC(N)=C(C#N)C1c1ccoc1 (configuration not stated)

Further entries.
Cav3 T inh	smiles
-0.079	CCOC(=O)CSc1nnc(CNC(=O)c2ccco2)n1-c1ccc(F)cc1
-0.36	O=C(Nc1nc(=O)c2ccccc2s1)c1ccc(Cl)cc1
0.21	COc1cc2c(cc1OC)C1(CCCC1)CNC2C (configuration not stated)
1.8	CCCn1c(=O)n(C)c(=O)c2c(SCC(=O)NCc3ccco3)nc(C3CC3)nc21
0.83	CCOC(=O)C(/C(C)=N/NC(=O)c1ccccc1[N+](=O)[O-])C(C)C (configuration not stated)
-0.071	CCCCCOC(=O)Cn1c(SCC(=O)Nc2ccccc2)nc2c1c(=O)[nH]c(=O)n2C
-5.2*	Cc1ccccc1N(CC(=O)N/N=C/c1ccc(Cl)cc1)C(=O)c1ccccc1
-2.8	O=C(OCCNC(=O)c1ccc2ccccc2n1)c1cccnc1
-0.11	CC(C)(C)c1ccccc1NC(=O)c1ccco1
1.4	CCOCCCNCC(=O)Nc1ccccc1N1CCOCC1
-0.014	CN(C(=O)Cc1ccccc1)n1cnnc1
-0.021	O=C(c1ccc(S(=O)(=O)N2CCOCC2)cc1)N1CCN(C2=NS(=O)(=O)c3ccccc32)CC1
-0.069	O=C(COC(=O)C1CC(=O)N(c2ccc3c(c2)OCCO3)C1)Nc1ccc2c(c1)CCC2 (configuration not stated)
-0.18	COC(=O)CSC1=C(C#N)C(c2ccc(C(C)C)cc2)CC(=O)N1 (configuration not stated)
-0.04	CC(C)CCn1cnc2c([nH]c3cccc(Cl)c32)c1=O
-0.028	CCCCN(CCCC)CCCNC(=O)C1CC(c2cc(C(F)(F)F)cc(C(F)(F)F)c2)=NO1 (configuration not stated)
1.2	Cc1cc(C)n2nc(SCC(=O)NCc3ccco3)nc2n1
-0.0033	O=C(O)CSc1nccn1-c1cccc(Cl)c1
1	CSc1ccccc1C(=O)Nc1ccc2c(c1)OCCO2
0.16	O=C(CN1C(=O)C(=O)c2ccccc21)NC1CCCCC1
-8.5*	Cc1ccccc1NC(=O)CNc1ccccc1N1CCCCC1
1.4	O=C(NCc1ccc(F)cc1)C(c1cccs1)N(C(=O)c1csnn1)C1CC1 (configuration not stated)
-1.7	CCOC(=O)CNc1nc(C(C)(C)C)nc2c1nnn2Cc1ccccc1Cl
0.38	COc1ccccc1C(=O)NCCCn1cc(Br)c(C)n1
-8*	COc1cccc(-n2c(SCC(=O)NCCc3ccccc3)nnc2-c2ccoc2C)c1
0.38	FC(F)(F)c1cnc(/C=C/Nc2ccccc2Cl)c(Cl)c1
1.8	CN(C)C=NC(=O)c1ccc([N+](=O)[O-])c(CS(=O)(=O)c2ccc(Cl)cc2)c1
0.5	CC(=O)OCC(=O)Nc1ccc(Cl)cc1Cl
-5.7*	CCN(CC)S(=O)(=O)c1ccc(N(C)Cc2ccc(C(F)(F)F)cc2)nc1
-0.36	CC(=O)Nc1cccc(-c2csc(NCc3ccco3)n2)c1
-4.2*	Cc1sc(NC(=O)C2CCCCC2C(=O)O)c(C(N)=O)c1C (configuration not stated)
-0.32	Cc1nnc2n1NC(c1ccc(Cl)cc1)C(C(=O)N(C)C1CCCCC1)S2 (configuration not stated)
-1.2	COC(=O)c1c(NC(=O)Cc2cccs2)sc(C(=O)N2CCCCC2)c1C
0.0087	CCOCCCn1c(=NC(C)=O)c(C(=O)OCC)cc2c(=O)n3ccccc3nc21
-0.071	Brc1ccc(-c2csc(-c3c[nH]c4ccccc34)n2)cc1
0.07	O=C(NCC1CCCO1)c1ccccn1 (configuration not stated)
-2.6	COc1cc(/C=N/NC(=O)c2cc(C34CC5CC(CC(C5)C3)C4)[nH]n2)ccc1O
0.029	Cc1cc(=O)n2c(C)n[nH]c2n1
-0.72	CN(C)CCOC(=O)C12CC3CC(CC(C3)C1)C2
-0.39	O=C(CSc1nnc(NC2CCCCC2)s1)NC1CCS(=O)(=O)C1 (configuration not stated)

5 entries from above, sorted by SMILES length, smallest number first.
Cav3 T inh	smiles
-8.5*	Cc1ccccc1NC(=O)CNc1ccccc1N1CCCCC1
-0.39	O=C(CSc1nnc(NC2CCCCC2)s1)NC1CCS(=O)(=O)C1 (configuration not stated)
-0.32	Cc1nnc2n1NC(c1ccc(Cl)cc1)C(C(=O)N(C)C1CCCCC1)S2 (configuration not stated)
1.4	O=C(NCc1ccc(F)cc1)C(c1cccs1)N(C(=O)c1csnn1)C1CC1 (configuration not stated)
-2.6	COc1cc(/C=N/NC(=O)c2cc(C34CC5CC(CC(C5)C3)C4)[nH]n2)ccc1O

Continued.
Cav3 T inh	smiles
-1	O=C1/C(=C\c2cccs2)N=C(c2cccs2)N1Nc1ccccc1
-0.94	CC1Cc2nc(SCC(=O)Nc3nccs3)n(Cc3ccccc3)c(=O)c2S1 (configuration not stated)
-3.5	COC1(OC)C(/C=C/c2ccc(C)cc2)C(C#N)(C#N)C1(OC)OC (configuration not stated)
0.018	CC1=C(CC(=O)c2ccc(Cl)cc2)C(=O)c2ccccc2C1=O
0.55	Cc1cc(C2C(=O)CC(=O)CC2c2ccccc2)on1 (configuration not stated)
0.74	C/C(=N\NC(=O)c1ccc(OC2CCCC2)cc1)c1ccc(C)s1
-4.8*	Cc1cccc(C)c1NC(=O)c1ccc(-c2ccc(Cl)cc2Cl)o1
-0.42	CCOc1cccc(-c2nnc3sc(-c4ccco4)nn23)c1
0.59	Cc1cccc(C)c1OCC(O)CNC(C)C (configuration not stated)
0.73	CCN(C(=O)CSc1nnc(-c2ccccc2Cl)n1C1CCCC1)C1CCS(=O)(=O)C1 (configuration not stated)
0.082	CCNc1nc(NCC)nc(-n2nc(C)cc2C)n1
-0.31	CSc1nc2nc(-c3ccccc3)cc(C(F)(F)F)n2n1
-0.35	O=c1c2ccccc2nc2n1CCN2Cc1ccc(Cl)cc1
1.6	CCc1nn(C(C)C(=O)N2CCN(Cc3ccccc3)CC2)c(=O)c2cc3occc3n12 (configuration not stated)
-1.1	Cc1ccccc1/C(N)=N/OC(=O)/C=C/c1ccccc1
0.41	O=C(NCc1cccnc1)Nc1cccc(NC(=O)NCc2cccnc2)c1
1.3	N#Cc1nc(-c2ccccc2F)oc1NCCc1ccccn1
0.071	CCOc1ccc2nc(C)cc(C(=O)O)c2c1
-0.17	Nc1cccc2c1C(=O)N(C(=O)c1cccc(S(=O)(=O)N3CCCCCC3)c1)C2=O
-2.6	O=C1C2N=NN(CC(=O)N3N=C(c4cccc5ccccc45)CC3c3ccccc3)C2C(=O)N1c1ccccc1 (configuration not stated)

In the list so far, eight have a cyano group.
Cav3 T inh	smiles
-1.5	COc1ccc(CCNc2oc(Cc3ccccc3)nc2C#N)cc1OC
-1.6	N#CCSc1nc2ccccc2c(=O)n1-c1ccccc1
0.65	Cc1nn(CC#N)c(=O)n1-c1ccccc1F
-0.52	Cc1ccc(-c2cc(-c3ccc(F)cc3)nc(N)c2C#N)o1
-0.18	C=CCOC(=O)C1=C(C)OC(N)=C(C#N)C1c1ccoc1 (configuration not stated)
-0.18	COC(=O)CSC1=C(C#N)C(c2ccc(C(C)C)cc2)CC(=O)N1 (configuration not stated)
-3.5	COC1(OC)C(/C=C/c2ccc(C)cc2)C(C#N)(C#N)C1(OC)OC (configuration not stated)
1.3	N#Cc1nc(-c2ccccc2F)oc1NCCc1ccccn1

The results go on:
Cav3 T inh	smiles
0.098	CNc1cc(CSC)nc(SCc2ccc(Cl)c(Cl)c2)n1
1.4	COCc1cc(=O)n2c(-c3ccccc3OC)n[nH]c2n1
0.9	C=CCn1c(SCC(=O)Nc2ccc(C(=O)OCC)cc2)nnc1-c1sc(N)nc1C
-2.2	COc1ccc2c(c1)CCc1c(C(=O)Nc3c(C)n(C)n(-c4ccccc4)c3=O)noc1-2
0.42	Cc1ccc(-c2nc(N)n(C(=O)c3cccnc3)n2)cc1
-0.012	CC(NS(C)(=O)=O)C(c1cccs1)N1CCN(Cc2ccccc2)CC1 (configuration not stated)
-0.32	O=C(CN1CCOCC1)N/N=C/c1cc2ccccc2nc1Cl
0.34	COC(=O)Cc1nnc(NC(=O)C(C)C)s1
1	O=C(Nc1nc2ccc(Cl)cc2s1)c1ccco1
0.51	CCC(=O)Nc1cc2c(cc1C(C)=O)OCCO2
0.95	O=C(c1ccco1)N1CCN=C1SCc1cccnc1
-2.1	COc1ccc(CNc2ccccc2SC)cc1OC
-2.2	CCCOc1ccc(C2c3c(oc4cc(C)c(C)cc4c3=O)C(=O)N2CCCN(C)C)cc1 (configuration not stated)
-0.076	CC(C)C[C@H](NS(=O)(=O)c1ccc(Br)cc1)C(=O)O
0.41	CCN1CCN(Cc2ccc(NC(=O)c3ccc(C)c(NC(=O)c4nccnc4N)c3)cc2C(F)(F)F)CC1
